# Compound activity: PubChem, several laboratories
# dFosB act = activators of delta FosB homodimer, primary screen, biochemical, fluorescence polarization, TAMRA-CDK5 oligo, single point; 0.99% of 340,000 active; purified delta FosB; percent of positive-control signal above neutral wells; Protein FosB (Mus musculus), P13346; activation, % at 25 µM;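 active = mean activation above about 17%, with every replicate also reaching it, limit read from the data, passing the limit was not always enough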;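 also: fluorescence polarization rise as delta FosB binds a TAMRA Cdk5 AP-1 oligo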
# Target sequence (P13346 whole entry, looked up): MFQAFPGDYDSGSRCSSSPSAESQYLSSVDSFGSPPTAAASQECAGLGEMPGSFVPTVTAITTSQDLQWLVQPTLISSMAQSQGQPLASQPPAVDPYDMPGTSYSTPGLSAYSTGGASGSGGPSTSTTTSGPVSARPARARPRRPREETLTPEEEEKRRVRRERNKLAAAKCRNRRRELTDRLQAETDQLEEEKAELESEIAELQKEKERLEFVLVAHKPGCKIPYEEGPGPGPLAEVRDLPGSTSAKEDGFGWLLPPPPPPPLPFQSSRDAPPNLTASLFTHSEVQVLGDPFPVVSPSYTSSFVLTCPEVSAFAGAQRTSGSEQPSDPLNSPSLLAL
# HTR5A ag ctr = HTR5A agonists in luminescence cell assay, primary screen, counter-screen for OPRM1-OPRD1 heterodimer agonist project, full-deck HTS. cell-based. 0.61% of 340,000 active. 5-hydroxytryptamine receptor 5A (Homo sapiens), P47898. activation, % at 9.3 µM; in the data active = activation mostly above about 9.5%, no sharp cut-off; inactive = mostly below about 7.6%;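 also: 0% = cells with vehicle only and 100% = reference agonist; strong numbers were not always called active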
# SR-BI DiI inh = inhibitors of SR-BI mediated HDL lipid uptake, primary screen, ldlA[mSR-BI] cells, fluorescence, single point. inhibition, % at 12.5 µM. ldlA[mSR-BI] CHO cells, DiI-HDL uptake fluorescence, 3 h. 0.96% of 320,000 active. Scavenger receptor class B member 1 (Mus musculus), Q61009;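 active = mean replicate inhibition of at least 70% and a set share of replicates each scoring 70 or more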;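 also: 0% = median of neutral control wells and 100% = median of positive control wells; values of inactives mirror those of a sister screen read the other way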
# Wnt act = Wnt/beta-catenin pathway activators, primary screen, cell-based, plate reader, single point; activation, % at 9.35 µM; 1.2% of 300,000 active; Wnt/beta-catenin reporter cell assay, activator; in the data active = activation above about 30%, passing the limit was not always enough;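 also: 0% = neutral control wells and 100% = positive control wells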
# PvdQ acylase = P. aeruginosa PvdQ acylase inhibitors, primary screen, biochemical, fluorescence, plate reader and imaging, single point; inhibition, % at 10 µM; purified PvdQ acylase; PvdQ acylase [Pseudomonas aeruginosa LESB58]; 0.063% of 340,000 active; AID 488965, 2010; in the data active = inhibition above about 30%, passing the limit was not always enough;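 also: 0% = vehicle neutral wells and 100% = reference inhibitor wells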
# HTR5A inv ctr = HTR5A inverse agonists in luminescence cell assay, primary screen, counter-screen for OPRM1-OPRD1 heterodimer inverse agonist project, full-deck HTS; 5-hydroxytryptamine receptor 5A (Homo sapiens), P47898; HTR5A cell line, inverse agonism; inhibition, % at 9.3 µM; 0.083% of 340,000 active; in the data active = inhibition mostly above about 23%, no sharp cut-off; inactive = mostly below about 18%;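 also: 0% = cells with DMSO and 100% = no-cell wells with DMSO; some compounds called inactive have numbers as strong as hits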
# NSD2 HMT inh = NSD2 histone methyltransferase inhibitors, primary screen, biochemical, AlphaScreen, single concentration, set 2; 0.54% of 310,000 active; inhibition, % at 12.5 µM; AID 743445, 2014; NSD2 peptide methylation, 120 min; in the data active = inhibition above about 50%
# V-ATPase pHluor = regulators of yeast V-ATPase proton pumping, primary screen, pHLuorin cytosolic pH fluorescence; S. cerevisiae; response, % at 10 µM; 0.37% of 350,000 active; in the data active = response mostly above about 7.3%, no sharp cut-off; inactive = mostly below about 5.4%; also: actives read high; inactives centre near 0; some compounds called inactive have numbers as strong as hits; reference of the scale not given here
# CDK5 p35 inh = inhibitors of human CDK5/p35 kinase, primary screen, biochemical, single concentration | 0.01% of 330,000 active | inhibition, % at 10 µM | Cyclin-dependent kinase 5 (Homo sapiens) + Cyclin-dependent kinase 5 activator 1 (Homo … | Recombinant CDK5/p35, ADP-Glo luminescence, 60 min;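 active = highest replicate inhibition of at least 50% and at least 75% of replicates reaching 50%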;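 also: plate controls were DMSO neutral control for no effect and GW8510 at 10 µM for full effect; many of its hits are not listed in these tables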
# Target sequence (Q00535 whole entry, looked up): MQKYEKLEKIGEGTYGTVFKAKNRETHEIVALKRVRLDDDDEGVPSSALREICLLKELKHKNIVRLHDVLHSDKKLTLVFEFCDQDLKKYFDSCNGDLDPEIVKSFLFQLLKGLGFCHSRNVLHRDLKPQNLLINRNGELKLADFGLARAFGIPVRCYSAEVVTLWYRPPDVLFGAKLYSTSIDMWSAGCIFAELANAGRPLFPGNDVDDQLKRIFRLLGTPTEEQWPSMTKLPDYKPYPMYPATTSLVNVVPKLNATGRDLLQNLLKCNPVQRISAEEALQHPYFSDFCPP
# Target sequence (Q15078 whole entry, looked up): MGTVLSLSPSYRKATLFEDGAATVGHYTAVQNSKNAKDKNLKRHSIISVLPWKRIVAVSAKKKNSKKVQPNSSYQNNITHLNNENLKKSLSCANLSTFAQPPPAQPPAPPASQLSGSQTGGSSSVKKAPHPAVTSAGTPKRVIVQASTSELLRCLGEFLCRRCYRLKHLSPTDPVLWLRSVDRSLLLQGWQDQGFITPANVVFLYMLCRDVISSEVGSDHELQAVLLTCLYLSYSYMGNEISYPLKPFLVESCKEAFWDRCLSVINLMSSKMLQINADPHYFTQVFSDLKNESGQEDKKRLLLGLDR
# MITF act = activators of MITF-driven TRPM1 promoter reporter, primary screen, cell-based, SK-MEL-5, luciferase, single point; SK-MEL-5 TRPM1-promoter luciferase, 24 h; % of positive control, neutral wells = 0; activation, % at 12.5 µM; 0.75% of 300,000 active; AID 588334, 2011;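 active = mean activation of at least 80% with every replicate also reaching 80%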;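 also: 0% = neutral control wells and 100% = parthenolide positive control wells; values of inactives mirror those of a sister screen read the other way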
# Numbers without * were called inactive; / = no result given.
SMILES,dFosB act,HTR5A ag ctr,SR-BI DiI inh,Wnt act,PvdQ acylase,HTR5A inv ctr,NSD2 HMT inh,V-ATPase pHluor,CDK5 p35 inh,MITF act
O=C(CSc1n[nH]c(-c2ccccc2)n1)Nc1ncccn1,-3,5,-27,4,0,0,-2,-3,2.2,10
COc1ccc(NC(=O)CSCC(=O)N2c3ccccc3CCc3ccccc32)cc1,-6,-4,-11,-7,-12,11,3,1,-0.2,6
CC1(NC(=S)N(CCO)CCO)CCS(=O)(=O)C1 (stereo not drawn),2,-4,-36,-2,-5,9,-1,6,-1.8,5
CCc1nnc(NC(=O)CSc2nc(C)nc3c2c(=O)n(C)c(=O)n3C)s1,-7,2,-24,-2,-8,10,2,0,0.5,-11
CCCn1c(SCC(=O)Nc2ccccc2C(=O)OC)nc2c1c(=O)n(C)c(=O)n2C,4,0,-1,/,-5,-19,9,0,2.6,/
Cc1ccc(S(=O)(=O)N2CCCN(C(=O)CNC(=O)c3ccccc3)CC2)cc1,7,2,4,0,2,-3,1,5,-0.2,-12
C/C(=N\N=C1\NC(=O)CS1)c1cccs1,3,4,-2,-3,5,36,-1,0,1.2,3
Cn1cc(CN2CCN(c3ncccn3)CC2)c(-c2cccc(Cl)c2)n1,-12,1,6,1,6,-1,-1,1,-0.1,1
COC(=O)c1ccc(Cn2c(O)c(N=O)c3ccccc32)o1,-1,1,-3,3,-36,5,-1,8,-0.5,-5
COC(=O)c1cccc(N(C(=O)CNC(=O)c2cccs2)C(C(=O)NCC2CCCO2)c2ccc(OC)c(OC)c2)c1 (stereo not drawn),-10,-3,/,-2,-14,7,8,-1,-0.5,-4
O=C(Nc1ccc(Cl)c(S(=O)(=O)N2CCOCC2)c1)C1CCC1,-2,-2,-3,-24,-3,-2,0,3,0.3,-6
c1csc(CNc2ncnc3nc[nH]c23)c1,-5,-2,-3,1,2,5,/,2,0.6,-10
Cc1c(Cl)cccc1NC(=O)Cn1cccc1,-2,-1,-3,/,-2,17,2,0,3.0,18
CCOc1ccc(S(=O)(=O)N(C)CC(=O)NCc2ccc3c(c2)OCO3)cc1,-6,-4,-3,1,-14,-6,-1,4,-0.7,-2
CCOCCn1ccc2c(OCC(=O)Nc3cc(OC)ccc3OC)cccc2c1=O,-9,-2,37,0,-5,11,-1,3,0.5,-2
Cc1nn(Cc2c(F)c(F)c(F)c(F)c2F)c(C)c1NC(=O)c1c([N+](=O)[O-])c(C)nn1C,-2,6,24,/,12,9,11,7,1.1,-4
CC(C)(C)SCCNC(=O)CN(c1ccc(F)cc1)S(C)(=O)=O,-2,-3,-10,/,2,2,-4,-2,1.9,-4
CCNC(=S)Nc1ccccc1-c1ccccc1,2,-3,6,-1,-17,12,15,-1,-1.7,3
COc1ccc(N2CCN(C(=O)CCN3C(=O)c4ccccc4S3(=O)=O)CC2)cc1,2,-2,5,0,-8,0,/,0,-0.7,/
O=c1c2ccccc2c(C=Nc2cccc(S(=O)(=O)NCc3ccco3)c2)c(O)n1-c1ccc(Cl)cn1,-1,-3,18,/,-1,11,1,1,0.7,-3
Cc1nnc(NC(=O)CCC(=O)NCc2ccco2)s1,1,-3,-19,/,1,8,-3,6,0.4,-10
CSc1ccccc1C(=O)N1CCC(CCC(=O)NC2CC2)CC1,5,-2,-15,-4,-4,7,2,2,-0.2,-7
Cn1c(Cc2ccccc2)nnc1SCC(=O)N1CCCCC1,0,-1,5,-4,-2,0,-1,-2,-0.1,/
c1ccc(Cn2nnc3c(NCc4ccc5c(c4)OCO5)nc(C4CC4)nc32)cc1,2,-1,-13,/,-10,5,-1,-1,-1.5,7
N#C/C(=C\N1CCOCC1)c1ccccc1,0,-2,-7,-3,10,4,-1,0,4.7,6
O=[N+]([O-])c1ccccc1CNC1CCCc2ccccc21 (stereo not drawn),-10,-4,-10,-1,13,24,0,2,1.2,-12
O=C(c1cccs1)N1CCCC(N2CCN(c3cccc(C(F)(F)F)c3)CC2)C1 (stereo not drawn),-14,-2,7,1,-8,0,7,2,0.7,-12
Nc1nc(COC(=O)C2CCN(C(=O)c3ccc(Cl)cc3)CC2)nc(Nc2ccccc2)n1,-4,-2,-185,-1,-5,6,0,-2,0.5,-1
O=C(COC(=O)c1cc(S(=O)(=O)N2CCOCC2)c(Cl)cc1Cl)NCc1ccco1,-2,1,-12,1,-3,-3,3,-2,0.5,-9
CC(=O)/C(=C/c1ccc(N(C)C)cc1)C(=O)c1ccccc1,-7,6,-1,/,-9,11,15,2,-0.7,5

# The closing two entries of the part above come first, to join the parts.
SMILES,dFosB act,HTR5A ag ctr,SR-BI DiI inh,Wnt act,PvdQ acylase,HTR5A inv ctr,NSD2 HMT inh,V-ATPase pHluor,CDK5 p35 inh,MITF act
O=C(COC(=O)c1cc(S(=O)(=O)N2CCOCC2)c(Cl)cc1Cl)NCc1ccco1,-2,1,-12,1,-3,-3,3,-2,0.5,-9
CC(=O)/C(=C/c1ccc(N(C)C)cc1)C(=O)c1ccccc1,-7,6,-1,/,-9,11,15,2,-0.7,5
O=C(Cn1c(=O)sc2ccccc21)NCc1ccco1,-9,4,-13,2,-10,-3,6,-1,0.1,6
COCCNC(=O)c1ccc2c3n(nc2c1)-c1ccc(Cl)cc1CO3,-2,3,6,21,-8,-18,/,3,0.9,87*
CCN(CC)S(=O)(=O)c1ccc(N2CCOCC2)c(NC(=O)c2cnccn2)c1,3,-1,4,/,10,4,-2,-3,0.2,-6
CCC(C)(C)NC(=O)C(c1ccc(OC)cc1)N(Cc1ccc(OC)cc1)C(=O)CCC(=O)Nc1cc(C)on1 (stereo not drawn),-19,-2,-11,-2,-11,-8,2,-1,0.4,5
CC(=O)Nc1c(C(=O)C2CC2)oc2ccccc12,-10,4,0,1,-5,13,-3,-6,-2.7,-5
O=C(O)CCc1ccc(-c2ccc(F)cc2)n1CC1CCCO1 (stereo not drawn),4,1,-19,/,-11,-19,2,0,1.2,-6
CCOc1cc(/C=N/NC(=O)c2c(-c3ccccc3)noc2C)ccc1O,-2,-3,1,-2,-12,8,0,-1,-0.9,0
Cc1coc2c(C)c3oc(=O)c(CCC(=O)N4C[C@H]5C[C@@H](C4)c4cccc(=O)n4C5)c(C)c3cc12,-10,3,7,-3,-9,16,/,-20,-1.2,-13
COc1ccc(OC)c(C2C3=C(N=C4SCC(=O)N42)c2ccccc2CC3)c1 (stereo not drawn),4,1,7,/,4,-2,/,3,0.3,-23
CCOC(=O)c1c(NC(=O)CSc2n[nH]c(N)n2)sc(CC)c1C,-16,17*,19,-3,7,-24,2,3,5.1,-24
CSc1ccc(CN(C)C(=O)CN2C(=O)NC3(CCCC3)C2=O)cc1,-2,3,-23,-3,2,-9,-10,3,-1.0,4
COc1cc(C2C3=C(CCCC3=O)Nc3[nH]n(-c4ccccc4)c(=O)c32)cc(OC)c1OC (stereo not drawn),-2,-3,-8,1,-1,7,-2,-3,-1.9,-6
CCCN1C(=O)C(NC(C)=O)c2ccccc21 (stereo not drawn),7,-2,-25,/,-3,2,-2,-1,-2.0,/
COc1ccc(S(=O)(=O)N2CCCCC2)cc1NC(=O)Cn1cnc2ccccc2c1=O,-1,5,16,-2,13,-17,-1,-2,-1.0,2
CC(Sc1nnc(-c2ccc(Cl)cc2)n1C)C(N)=O (stereo not drawn),-2,2,-7,/,0,7,0,2,-3.4,/
O=[N+]([O-])c1ccc(/C=N/NC(=S)Nc2ccccc2C(F)(F)F)o1,2,-1,-4,-2,6,2,2,4,1.8,-9
Cc1ccc(-c2nnn(CC(=O)N(CC(=O)NC3CCCC3)c3ccc(F)c(Cl)c3)n2)o1,1,-4,33,/,-12,1,-2,-2,-0.2,-15
Cc1cc(CSc2ccccc2)ccc1NC(=O)c1ccc(Br)cc1,4,-2,18,-29,-12,-20,0,1,-0.2,0
N#C/C(=C\c1c[nH]c2ccccc12)C(=O)Nc1ncc(Cc2ccc(Cl)cc2Cl)s1,31*,0,13,1,-6,19,-2,0,0.6,8
CCOC(=O)CCN,-13,-6,-24,0,-8,-23,/,-5,0.4,-9
O=C(CC1NC(=O)NC1=O)NC1(C(=O)NC2CCCCC2)CCCCC1 (stereo not drawn),-1,2,-20,/,-8,-34,/,-4,0.9,7
Cc1c(C)n(CCc2ccccc2)c2ncnc(NN)c12,-7,5,47,3,-5,-18,2,4,1.2,0
CCCNC(=O)c1c(N)n(-c2ccc(S(N)(=O)=O)cc2)c2nc3ccccc3nc12,-3,3,-18,/,-10,-14,2,3,-0.3,1
CCN1CCc2c(sc(NC(=S)NC(=O)c3ccccc3)c2C#N)C1,-11,-2,6,/,13,18,35,2,-0.8,4
Cc1cccc(NC2CNC(=O)NC2=O)c1 (stereo not drawn),0,2,4,0,-15,-9,-1,1,0.7,-2
CC1CCC2(CC1)NC(=O)N(CC(=O)NCc1cccs1)C2=O (stereo not drawn),6,7,-24,-2,-3,-17,1,-11,0.1,7
COc1cc(C2CC(c3cccnc3)=NN2c2ccc(F)cc2)cc(OC)c1OC (stereo not drawn),-6,-1,-3,-4,-3,15,/,1,-1.6,4
N/C(=N\OC(=O)CSc1ccccc1)c1ccc([N+](=O)[O-])cc1,8,1,-4,39*,-2,-1,2,2,-1.4,25
CCSc1nnc(C)c2ccccc12,4,2,-16,-1,-19,-5,2,-5,-1.1,4
CCOc1ccc(-c2[nH]ncc2-c2ccc(Cl)cc2)c(O)c1,-5,11,16,-2,10,-39,8,-5,1.2,-4
c1ccc(-c2csc(-n3cnnn3)n2)cc1,-6,7,-6,/,-1,-17,-2,-1,-3.1,4
O=C(Nc1cccc(Cl)c1)N1CCSc2cc(Cl)ccc21,-6,-2,7,1,-3,4,-1,-1,1.3,-2
COC(=O)c1ccc(NC(=O)c2cc[n+](Cc3ccccc3)cc2)cc1,-8,15*,-10,1,4,-13,2,8,1.9,/
COc1ccc(/C=C2\CN(Cc3ccccc3)C/C(=C\c3ccc(OC)c(O)c3)C2=O)cc1O,-8,-5,28,-14,0,13,3,3,-0.5,-97
CCOC(=O)c1ccc(NC(=O)NNS(=O)(=O)c2cc(OC)ccc2OC)cc1,-9,1,-5,0,1,3,0,6,0.0,2
NCCCC[C@H]1CNC(=O)C(=O)N1CCCCC1CCCCC1,1,-1,-9,-5,-13,-15,/,1,-0.2,3
COc1ccc(-c2csc(-c3ccc(O)cc3)n2)cc1,0,5,47,2,-5,-15,-1,1,-2.3,35
COc1ccc(S(=O)(=O)N2CCOCC2)cc1C(=O)NC1CCCCCC1,-6,-4,9,-2,-6,10,-1,2,-0.7,-1
Nc1nc(N2CCN(C/C=C/c3ccccc3)CC2)nc2ccccc12,5,1,1,-3,-10,-4,0,0,-1.0,6

# dFosB act: what is marked active above.
Compound | dFosB act | SR-BI DiI inh | Wnt act | PvdQ acylase | NSD2 HMT inh | V-ATPase pHluor | CDK5 p35 inh | MITF act
N#C/C(=C\c1c[nH]c2ccccc12)C(=O)Nc1ncc(Cc2ccc(Cl)cc2Cl)s1 | 31* | 13 | 1 | -6 | -2 | 0 | 0.6 | 8
